# PRC2 inh: EZH2/PRC2 methyltransferase inhibitors, primary screen, biochemical, DELFIA time-resolved fluorescence, single point; Histone-lysine N-methyltransferase EZH2 (Homo sapiens), Q15910; PRC2 H3K27 methylation, DELFIA TRF, 1 h; 0.35% of 57,000 active; inhibition, % at 12.5 µM;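 active means mean inhibition of replicates at least 50% and every single replicate also reaching 50%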;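 further: dimethyl H3K27 on biotinylated H3 21-44 peptide detected by antibody; plate controls were median neutral control wells for no effect and median positive control wells for full effect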
# IDH1 mut inh: inhibitors of IDH1 R132H reductase, primary screen, biochemical, plate reader, single point; Isocitrate dehydrogenase [NADP] cytoplasmic (Homo sapiens), O75874; diaphorase/resazurin fluorescence, 60 min; inhibition, % at 10 µM; 0.18% of 70,000 active; AID 624101, 2012; in the data active means inhibition above about 34%;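 further: 0% = DMSO and 100% = no enzyme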
# Target sequence (O75874 whole entry R132H): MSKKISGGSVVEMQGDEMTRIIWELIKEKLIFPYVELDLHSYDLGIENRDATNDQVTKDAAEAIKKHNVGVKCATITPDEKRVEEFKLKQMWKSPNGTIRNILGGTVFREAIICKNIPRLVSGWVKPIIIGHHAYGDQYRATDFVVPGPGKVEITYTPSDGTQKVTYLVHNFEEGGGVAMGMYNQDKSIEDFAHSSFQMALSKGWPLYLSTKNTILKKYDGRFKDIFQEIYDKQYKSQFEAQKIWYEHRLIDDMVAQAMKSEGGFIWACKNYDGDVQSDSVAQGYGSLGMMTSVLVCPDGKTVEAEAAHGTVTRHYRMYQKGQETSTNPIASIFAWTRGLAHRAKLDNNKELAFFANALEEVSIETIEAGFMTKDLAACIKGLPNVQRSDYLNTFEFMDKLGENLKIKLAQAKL
# * hit, by the source's call; · = not tested or not shown. An excerpt, so the mix of outcomes need not match the whole.
nr	structure	PRC2 inh	IDH1 mut inh
1	Cn1cnc(S(=O)(=O)N[C@H]2CC[C@@H](CC(=O)Nc3ccc(-c4ccccc4)cc3)O[C@H]2CO)c1	-13	0.0
2	C[C@@H]1CN([C@@H](C)CO)C(=O)c2cccc(NS(=O)(=O)c3ccccc3)c2O[C@@H]1CN(C)Cc1ccccc1	4	1.1
3	C[C@@H]1CN([C@@H](C)CO)C(=O)c2cc(NC(=O)Nc3ccc(F)cc3)ccc2O[C@@H](C)CCCCO[C@@H]1CN(C)C(=O)Nc1ccc2c(c1)OCO2	·	-1.6
4	Cc1ccc(-c2nnc(SCC(=O)Nc3ccc(Br)c(C)c3)n2C)cc1	14	0.3
5	CO[C@@H](CN(C)C(=O)c1cnccn1)[C@H](C)CN([C@H](C)CO)S(=O)(=O)c1ccccc1	1	-0.1
6	CO[C@H]1CN(C)C(=O)c2cc(NS(=O)(=O)Cc3ccccc3)ccc2OC[C@H](C)NC[C@@H]1C	1	-0.2
7	COc1cccc(S(=O)(=O)N[C@@H]2C=C[C@@H](CC(=O)NCc3ccccc3)O[C@H]2CO)c1	0	-0.1
8	C[C@@H]1CN([C@H](C)CO)C(=O)CCCn2cc(nn2)CO[C@@H]1CN(C)C(=O)c1ccc2ccn(C)c2c1	-3	-1.8
9	C[C@H](CO)N1C[C@H](C)[C@@H](CN(C)Cc2ccc(Cl)c(Cl)c2)Oc2ccc(NC(=O)CCC(F)(F)F)cc2C1=O	-15	·
10	C[C@@H]1CCCCO[C@@H](CN(C)C(=O)c2ccncc2)[C@H](C)CN([C@H](C)CO)C(=O)c2cc(NC(=O)c3ccccc3)ccc2O1	·	4.0
11	CCCC(=O)Nc1ccc2c(c1)OC[C@@H](C)NC[C@H](C)[C@@H](OC)CN(C)C2=O	2	0.1
12	Cc1cccc(-c2nnc(SCC(=O)Nc3ccc(Br)cc3C(C)C)n2C)c1	7	-0.3
13	C[C@@H]1CN([C@H](C)CO)C(=O)Cc2cc(NS(=O)(=O)c3cn(C)cn3)ccc2O[C@@H]1CN(C)Cc1ccc(C(F)(F)F)cc1	-13	·
14	Cc1ccc(S(=O)(=O)N(C)C[C@H]2Oc3c(NC(=O)Nc4cccc5ccccc45)cccc3C(=O)N([C@H](C)CO)C[C@H]2C)cc1	·	-0.7
15	Cc1cc2ncn(CC(O)COc3ccccc3Cl)c2cc1C (stereo unspecified)	-15	0.4

# Compounds from the list above with bromine (2):
nr	structure	PRC2 inh	IDH1 mut inh
4	Cc1ccc(-c2nnc(SCC(=O)Nc3ccc(Br)c(C)c3)n2C)cc1	14	0.3
12	Cc1cccc(-c2nnc(SCC(=O)Nc3ccc(Br)cc3C(C)C)n2C)c1	7	-0.3

# Entries from the list above with fluorine:
nr	structure	PRC2 inh	IDH1 mut inh
3	C[C@@H]1CN([C@@H](C)CO)C(=O)c2cc(NC(=O)Nc3ccc(F)cc3)ccc2O[C@@H](C)CCCCO[C@@H]1CN(C)C(=O)Nc1ccc2c(c1)OCO2	·	-1.6
9	C[C@H](CO)N1C[C@H](C)[C@@H](CN(C)Cc2ccc(Cl)c(Cl)c2)Oc2ccc(NC(=O)CCC(F)(F)F)cc2C1=O	-15	·
13	C[C@@H]1CN([C@H](C)CO)C(=O)Cc2cc(NS(=O)(=O)c3cn(C)cn3)ccc2O[C@@H]1CN(C)Cc1ccc(C(F)(F)F)cc1	-13	·

# The list continues.
nr	structure	PRC2 inh	IDH1 mut inh
16	COC(=O)c1ccccc1NC(=O)Cn1nnc(-c2ccc(SC)cc2)n1	30	-0.5
17	C[C@H](O)C#Cc1cnc2c(c1)C(=O)N([C@@H](C)CO)C[C@@H](C)[C@H](CN(C)Cc1cccc(C(=O)O)c1)O2	-1	1.8
18	C=N[C@@H](C(=O)N[C@@H]1C(=O)N2[C@@H]1SC(C)(C)[C@@H]2C(=O)O)c1ccccc1	22	0.4
19	Cc1noc(C)c1CSc1nc2ccccc2[nH]1	2	0.2
20	C[C@H](CO)N1C[C@H](C)[C@H](CN(C)S(=O)(=O)c2ccccc2)OCCCC[C@H](C)Oc2ccc(NS(C)(=O)=O)cc2C1=O	·	-0.2
21	COc1ccc(S(=O)(=O)N(C)C[C@@H]2OCCCC[C@H](C)Oc3ccc(NS(=O)(=O)c4cccs4)cc3C(=O)N([C@H](C)CO)C[C@@H]2C)cc1	·	-2.1
22	Cc1ccc(S(=O)(=O)Nc2ccc3c(c2)CC(=O)N([C@H](C)CO)C[C@@H](C)[C@@H](CN(C)S(=O)(=O)c2ccc(Cl)cc2)O3)cc1	·	0.7
23	C[C@@H]1CN([C@H](C)CO)C(=O)c2cc(C#Cc3ccccc3F)cnc2O[C@@H]1CN(C)C	·	0.1
24	C[C@@H]1CN([C@@H](C)CO)C(=O)c2cc(C#Cc3cccc(F)c3)cnc2O[C@@H]1CN(C)CC1CCCC1	·	0.3
25	C[C@@H]1CCCCO[C@@H](CN(C)S(=O)(=O)c2cn(C)cn2)[C@@H](C)CN([C@@H](C)CO)C(=O)c2cc(NC(=O)C3CCCCC3)ccc2O1	·	-0.1
26	Cc1cc(C)cc(N(C(C)C(=O)Nc2cccc3ccccc23)S(C)(=O)=O)c1 (stereo unspecified)	10	0.0
27	COc1ccc(NC(=O)Nc2ccc3c(c2)CC(=O)N([C@@H](C)CO)C[C@H](C)[C@H](CN(C)S(=O)(=O)c2cn(C)cn2)O3)cc1	·	-5.2
28	COCC(=O)N1[C@H](CO)[C@H](c2ccc(C#CCC3CCCC3)cc2)[C@@H]1C#N	·	-0.2
29	COC(=O)Cn1c2ccccc2c2nc(C)sc21	·	-0.6
30	COc1ccc(NC(=O)Nc2ccc3c(c2)[C@H]2C[C@H](CC(=O)N4CCOCC4)O[C@@H](CO)[C@H]2O3)cc1	-14	-0.5
31	Cc1noc(C)c1NC(=O)Nc1ccc2c(c1)CC(=O)N([C@@H](C)CO)C[C@@H](C)[C@H](CN(C)CC1CC1)O2	3	1.4
32	O=C(O)CCCCCCC(=O)N/N=C/c1cccs1	7	·
33	C[C@H](CO)N1C[C@H](C)[C@@H](CN(C)S(=O)(=O)c2cccs2)OCc2cn(nn2)CCCC1=O	·	0.5
34	CNC[C@@H]1Oc2ccc(NC(=O)Nc3ccccc3)cc2CC(=O)N([C@@H](C)CO)C[C@H]1C	1	-3.0
35	CS(=O)(=O)Nc1ccc2c(c1)[C@H]1C[C@@H](CC(=O)N3CCOCC3)O[C@@H](CO)[C@H]1O2	-8	-2.1
36	COc1ccccc1NC(=O)CC(C(=O)O)N(C)C (stereo unspecified)	6	-0.2
37	CC(C)NC(=O)N(C)C[C@@H]1Oc2c(NC(=O)c3cnccn3)cccc2C(=O)N([C@H](C)CO)C[C@@H]1C	·	-1.3
38	C[C@@H]1CCCCO[C@@H](CN(C)Cc2ccccc2)[C@H](C)CN([C@@H](C)CO)C(=O)c2cc(NC(=O)Nc3ccc(F)cc3)ccc2O1	·	-0.6
39	CC(C)NC(=O)Nc1ccc2c(c1)C(=O)N([C@H](C)CO)C[C@H](C)[C@@H](CN(C)C(=O)Cc1ccccc1)OCCCC[C@H](C)O2	14	-0.4
40	C[C@H](CO)N1C[C@H](C)[C@H](CN(C)S(=O)(=O)c2ccc(F)cc2)Oc2ccc(NS(=O)(=O)c3cn(C)cn3)cc2CC1=O	·	1.4
41	CCCNC(=O)N(C)C[C@H]1Oc2cc(C#CC3CC3)ccc2S(=O)(=O)N([C@H](C)CO)C[C@H]1C	3	-1.7
42	C[C@@H]1CN([C@@H](C)CO)C(=O)c2cc(NC(=O)C3CCCCC3)ccc2O[C@@H](C)CCCCO[C@H]1CN(C)Cc1ccncc1	4	5.4
43	C[C@H]1CN([C@@H](C)CO)C(=O)CCCn2nncc2CO[C@@H]1CN(C)Cc1ccc2c(c1)OCCN2C	·	1.0
44	COc1ccc(NC(=O)N(C)C[C@H]2OCCCC[C@@H](C)Oc3ccc(NS(=O)(=O)c4ccc(C)cc4)cc3C(=O)N([C@@H](C)CO)C[C@H]2C)cc1	·	0.8
45	O=C(N[C@@H]1CC[C@@H](CCNS(=O)(=O)c2ccc(Cl)cc2)O[C@@H]1CO)c1cnccn1	6	-0.1
46	COCCOC(=O)N1C(=O)[C@@]2(c3cc(C#Cc4ccc(OC)cc4)ccc31)[C@H](c1ccccc1OCCO)N1[C@H](c3ccccc3)[C@H](c3ccccc3)OC(=O)[C@H]1[C@@H]2C(=O)NC[C@H](O)c1ccccc1	-18	·
47	C[C@H]1CN([C@@H](C)CO)C(=O)Cc2cc(NS(=O)(=O)c3ccc(Cl)cc3)ccc2O[C@@H]1CN(C)Cc1ccc(Oc2ccccc2)cc1	·	0.0
48	C[C@H](CO)N1C[C@H](C)[C@H](CN(C)Cc2ccc(C(F)(F)F)cc2)OCCCC[C@H](C)Oc2ccc(NC(=O)Nc3ccc4c(c3)OCO4)cc2C1=O	·	2.7
49	CCCC#Cc1ccc2c(c1)O[C@H](CN(C)S(=O)(=O)c1cccc(F)c1)[C@H](C)CN([C@@H](C)CO)S2(=O)=O	12	0.7
50	CC(=O)c1cccc(NC(=O)C(C)NS(=O)(=O)c2ccc(Cl)cc2)c1 (stereo unspecified)	15	0.2
51	C[C@@H]1CN([C@H](C)CO)C(=O)c2cc(NS(=O)(=O)c3ccc(F)cc3)ccc2O[C@@H](C)CCCCO[C@H]1CN(C)CC1CCCCC1	·	2.2
52	CCCC#Cc1cnc2c(c1)C(=O)N([C@@H](C)CO)C[C@H](C)[C@@H](CN(C)C(=O)C1CCC1)O2	-8	0.1
53	C[C@H]1CCCCO[C@@H](CN(C)S(=O)(=O)c2cn(C)cn2)[C@@H](C)CN([C@@H](C)CO)C(=O)c2cc(NS(=O)(=O)c3cccs3)ccc2O1	·	1.3
54	C[C@H]1CN([C@@H](C)CO)C(=O)Cc2cc(NC(=O)NC3CCCCC3)ccc2O[C@@H]1CN(C)C(=O)NC1CCCCC1	·	0.6
55	COc1cc2c(c(OC)c1OC)-c1ccc(OC)c(=O)cc1[C@@H](NC(C)=O)CC2	·	1.4
56	Cc1noc(C)c1S(=O)(=O)N(C)C[C@@H]1OCCCC[C@H](C)Oc2ccc(NS(=O)(=O)c3cn(C)cn3)cc2C(=O)N([C@H](C)CO)C[C@@H]1C	·	0.7
57	Cc1cc(C(=O)Nc2cccc3c2O[C@H](CN(C)C)[C@@H](C)CN([C@@H](C)CO)C3=O)n(C)n1	-1	·
58	O=C(NCc1nc2ccccc2[nH]1)C1=C[C@H](c2coc3ccccc3c2=O)C[C@H](OCc2ccc(CO)cc2)O1	-3	·
59	CCCC(=O)Nc1ccc2c(c1)OC[C@H](C)N(Cc1ccccc1F)C[C@@H](C)[C@@H](OC)CN(C)C2=O	8	-0.4
60	C[C@H]1CN([C@@H](C)CO)C(=O)c2cc(C#CC3CC3)cnc2O[C@@H]1CN(C)S(C)(=O)=O	-1	·
61	Cc1noc(C)c1NC(=O)Nc1ccc2c(c1)CC(=O)N([C@@H](C)CO)C[C@@H](C)[C@H](CN(C)Cc1ccc(C(F)(F)F)cc1)O2	-28	-1.6
62	COc1ccc(-c2cnc3c(c2)C(=O)N([C@@H](C)CO)C[C@@H](C)[C@@H](CN(C)C(=O)C2CCCCC2)O3)cc1	1	2.7
63	CC(C)NC(=O)Nc1ccc2c(c1)C(=O)N([C@H](C)CO)C[C@H](C)[C@H](CN(C)C(=O)CCCN(C)C)OCCCC[C@H](C)O2	14	2.9
64	CC(C)NC(=O)N(C)C[C@@H]1Oc2ccc(NC(=O)Nc3cccc4ccccc34)cc2CC(=O)N([C@@H](C)CO)C[C@H]1C	-4	-9.2
65	O=C(C[C@H]1C=C[C@H](NC(=O)NC2CCCCC2)[C@H](CO)O1)NCc1ccc(F)cc1	0	0.0
66	COc1ccc(NC(=O)Nc2cccc3c2O[C@@H](CN(C)S(=O)(=O)c2cccs2)[C@@H](C)CN([C@@H](C)CO)C3=O)cc1	·	-7.2
67	C[C@H]1CN([C@@H](C)CO)C(=O)c2cccc(N(C)C)c2O[C@@H]1CN(C)C(=O)Nc1cccc2ccccc12	0	2.2
68	O=C(COc1ccc2ccccc2c1Br)NCCN1CCOCC1	-11	-0.4
69	Cc1ccc(S(=O)(=O)N(C)C[C@@H]2Oc3ccc(NC(=O)CCN4CCOCC4)cc3CC(=O)N([C@H](C)CO)C[C@H]2C)cc1	-19	-0.5
70	C[C@H](CO)N1C[C@H](C)[C@H](CN(C)C(=O)NC2CCCCC2)Oc2c(NC(=O)Nc3ccc4c(c3)OCO4)cccc2C1=O	·	-3.9
71	COc1ccc(S(=O)(=O)N(C)C[C@H]2OCCCC[C@H](C)Oc3ccc(NC(=O)c4ccncc4)cc3C(=O)N([C@@H](C)CO)C[C@@H]2C)cc1	·	2.3
72	C[C@@H]1CN([C@H](C)CO)C(=O)Cc2cc(NC(=O)Cn3cnnn3)ccc2O[C@H]1CN(C)S(=O)(=O)c1ccc(Cl)cc1	·	1.4
73	O=C(CC1CC1)Nc1ccc2c(c1)[C@H]1C[C@@H](CC(=O)N3CCOCC3)O[C@H](CO)[C@H]1O2	10	-0.6
74	COc1ccccc1S(=O)(=O)N[C@H]1CC[C@@H](CC(=O)NCc2cccc(F)c2)O[C@@H]1CO	1	-0.4
75	C[C@H](CO)N1C[C@H](C)[C@@H](CN(C)C(=O)c2ccccc2)OCCCC[C@H](C)Oc2ccc(NC(=O)Nc3ccc4c(c3)OCO4)cc2C1=O	·	0.9
76	COc1ccc(NC(=O)CN(c2cccc3ccccc23)S(C)(=O)=O)cc1OC	·	-1.1

# Screening data: PubChem BioAssay, Broad Institute
